Screens from PubChem BioAssay.
ANO1 block: TMEM16A chloride channel inhibitors, primary screen, cell-based, HTS; HEK293 TMEM16A/YFP iodide influx fluorescence, ionomycin; normalized B-score (activity score, 25-100; higher = stronger inhibition) at 10 µM; 310,000 compounds, 1.2% hits; AID 588511, 2011;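 active means ratio plate-corrected score three or more library SD toward inhibition, starting fluorescence score within five deviations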;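 further: score derived from kinetic fluorescence span divided by baseline fluorescence per well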
ANO1 activ: TMEM16A chloride channel activators or potentiators, primary screen, cell-based, HTS. Anoctamin-1 (Mus musculus), Q8BHY3. HEK293 TMEM16A/YFP-H148Q/I152L, iodide quench fluorescence; hits give low values. B-score at 10 µM. 340,000 compounds, 0.3% hits;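 active means fluorescence-ratio B-score plate-corrected deviation score at least 3 library SD below zero, with starting fluorescence score within 5 deviations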;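 further: channel opened by trigger with iodide after compound preincubation; score built on the fluorescence ratio of max minus min over baseline; more negative score means more quench and so TMEM16A activation or potentiation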
KCNQ1 block: inhibitors of human KCNQ1 channel, primary screen, cell-based, thallium flux, high-throughput; CHO-K1 KCNQ1, FluxOR thallium flux fluorescence; hits give high values; B-score at 10 µM; Potassium voltage-gated channel subfamily KQT member 1 (Homo sapiens), P51787; AID 2642, 2010; 310,000 compounds, 1.3% hits;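 active means compounds whose thallium flux B-score, printed positive for inhibition, exceeds three library SD while starting fluorescence stays within three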;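 further: channel opened by potassium depolarization with thallium stimulus after 20 min compound exposure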
TRPC4 potent: positive allosteric modulators of TRPC4, primary screen, cell-based, mouse TRPC4beta, HEK293 mu-opioid, Fluo-4 calcium; B-score at 10 µM; DAMGO EC20, Fluo-4 Ca2+ flux; hits give high values; 310,000 compounds, 0.42% hits; Short transient receptor potential channel 4 (Mus musculus), Q9QUQ5;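 active means B-score of calcium response area above 5 SD of library B-scores, with initial fluorescence ratio within 5 SD of library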;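 further: B-score of integrated fluorescence ratio over time as area under calcium response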
KCNK3 block: human KCNK3 channel inhibitors, primary screen, CHO cells, FluxOR thallium flux, B-score. Potassium channel subfamily K member 3 (Homo sapiens), O14649. 340,000 compounds, 0.84% hits. B-score at 10 µM. FluxOR fluorescence; hits give low values;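 active means B-score under library mean minus 4 SD, starting fluorescence ratio at most library mean plus 5 SD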;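 further: more negative B-score means stronger inhibition of thallium flux through KCNK3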
Target sequence (O14649 whole entry, looked up): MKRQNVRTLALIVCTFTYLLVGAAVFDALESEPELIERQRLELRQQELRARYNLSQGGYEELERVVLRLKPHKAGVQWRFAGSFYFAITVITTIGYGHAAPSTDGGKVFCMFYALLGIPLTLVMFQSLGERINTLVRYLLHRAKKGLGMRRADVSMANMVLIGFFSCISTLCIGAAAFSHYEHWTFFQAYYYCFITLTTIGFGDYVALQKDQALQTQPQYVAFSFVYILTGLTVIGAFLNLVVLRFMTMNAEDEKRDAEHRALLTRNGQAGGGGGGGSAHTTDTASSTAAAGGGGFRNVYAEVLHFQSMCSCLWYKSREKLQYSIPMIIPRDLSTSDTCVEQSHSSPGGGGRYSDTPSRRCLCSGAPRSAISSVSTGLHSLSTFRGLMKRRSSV
TRPC4 act: activators of mouse TRPC4 channel, primary screen, Fluo4 calcium, HEK293 TRPC4beta/mu-opioid cells. Short transient receptor potential channel 4 (Mus musculus), Q9QUQ5. Fluo4 calcium fluorescence; hits give high values. B-score at 10 µM. 310,000 compounds, 0.49% hits. AID 2237, 2010;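 active means B-score above 5 SD of library B-scores, and initial fluorescence ratio not above library mean plus 5 SD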;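 further: positive B-score marks a calcium rise read as TRPC4 activation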
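Technique: kinetic Fluo4 calcium fluorescence; Test system: TRPC4beta and mu-opioid receptor HEK293 stable cells; Measure: B-scored integrated calcium fluorescence ratio; Benchmarks: low control buffer alone, high control maximal DAMGO; Schedule: 45 min room-temperature Fluo4 loading, 110 s read.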
DYRK1A inh: rat Dyrk1A kinase inhibitors, primary screen, biochemical, single point, plate reader; Dual specificity tyrosine-phosphorylation-regulated kinase 1A (Rattus norvegicus), Q63470; ADP-Glo luminescence, NFATc1 peptide; inhibition, % at 12.5 µM; 310,000 compounds, 0.43% hits; in the data active means inhibition above about 50%;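 further: plate controls were vehicle with enzyme for no effect and no enzyme for full effect; many of its hits are not listed in these tables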
hERG rescue: hERG rescue from dofetilide block, primary screen, cell-based, CHO-hERG, FluxOR thallium flux, dofetilide IC70. 310,000 compounds, 0.51% hits. activation (rescue from dofetilide block), less the hit threshold, % at 10 µM. dofetilide IC70 present;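 active means activation above the mean of controls blocked by dofetilide plus 5 SD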;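 further: thallium influx through hERG after potassium depolarization seen as dye fluorescence rise; in these data hits start at about 4.7%; inactives centre near -7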
HDAC3 inhib: HDAC3 deacetylase inhibitors, primary screen, biochemical, fluorescence, cell-free homogeneous; Histone deacetylase 3 (Homo sapiens), O15379; inhibition, % at 8.3 µM; recombinant HDAC3, fluorogenic peptide/trypsin coupled; 320,000 compounds, 0.15% hits; in the data active means inhibition above about 26%, passing the limit was not always enough; inconclusive means no clear call, values can overlap the other calls
Target sequence (O15379 whole entry, looked up): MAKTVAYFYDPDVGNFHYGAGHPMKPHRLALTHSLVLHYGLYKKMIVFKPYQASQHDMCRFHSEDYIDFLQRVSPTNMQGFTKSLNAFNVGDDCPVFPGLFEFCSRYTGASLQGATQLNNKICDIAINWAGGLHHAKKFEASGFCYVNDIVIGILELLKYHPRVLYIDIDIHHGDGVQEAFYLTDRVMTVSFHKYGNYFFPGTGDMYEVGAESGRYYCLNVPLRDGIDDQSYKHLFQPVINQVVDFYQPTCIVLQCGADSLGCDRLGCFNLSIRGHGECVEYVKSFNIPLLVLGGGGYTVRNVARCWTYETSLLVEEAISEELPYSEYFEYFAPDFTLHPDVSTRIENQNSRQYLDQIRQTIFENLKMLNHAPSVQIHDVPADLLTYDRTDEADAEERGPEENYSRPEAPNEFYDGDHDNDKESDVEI
KCNQ1 act: potentiators or activators of KCNQ1 channel, primary screen, cell-based, thallium flux, high-throughput | CHO-K1 KCNQ1, thallium flux FluxOR fluorescence; hits give high values | B-score at 10 µM | 310,000 compounds, 0.35% hits | AID 2648, 2010;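 active means fluorescence ratio B-score, a plate-corrected score, at least three library SD, with initial intensity B-score within 5 SD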
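Schedule – 37 °C overnight plating, 90-min dark dye load, 20-min compound pretreatment · System – stable KCNQ1 CHO-K1 line · Probe or stimulus – thallium- and potassium-containing depolarizing buffer · Measured by – kinetic FluxOR fluorescence, 10 s baseline plus 110 s post-stimulus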
KCNK9 block: KCNK9 potassium channel inhibitors, primary screen, HEK293 cells, thallium flux; AID 488922, 2010; FluxOR thallium flux fluorescence; hits give low values; B-score at 10 µM; 310,000 compounds, 1.2% hits;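 active means ratio B-score over 3 SD below the library mean, with starting fluorescence within 5 SD of its mean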;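 further: negative B-score means less thallium flux so channel inhibition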
* marks the source's active call; other numbers are inactive results; i = inactive; ? = inconclusive; nt = not tested or not shown. An excerpt (hit frequency here may not be typical).

Compound	HDAC3 inhib	KCNK3 block	hERG rescue	KCNQ1 act	TRPC4 potent	DYRK1A inh	KCNQ1 block	TRPC4 act	ANO1 block	KCNK9 block	ANO1 activ
CC1(c2nnc(Cc3ccccc3)o2)CC(c2cccnc2)=NO1 (configuration not stated)	-3	i	2	i	i	0	i	i	i	i	i
Oc1ccc(C2CNCc3sccc32)cc1O (configuration not stated)	12	i	nt	nt	nt	4	nt	nt	i	nt	i
Cc1cccc(NC(=O)COc2cccc3c2CCN(C)C3=O)c1C	1	i	4	i	i	-4	i	i	i	i	i
CCc1ccc(Nc2ncc3c(n2)CC(C)CC3=O)cc1 (configuration not stated)	-4	i	-6	i	i	-1	i	i	i	i	i
c1ccc(-c2cnnc(SCc3cn4cccnc4n3)n2)cc1	0	i	-1	i	i	7	i	i	i	i	i
c1cncc(CSc2nnc(-c3cccnc3)n2Cc2ccco2)c1	nt	nt	-11	i	i	nt	i	i	nt	i	nt
O=C1CN(C(=O)c2ccc(F)cc2)c2ccccc2N1	-2	i	-2	i	i	-5	i	i	i	i	i
Cc1ccc(S(=O)(=O)Nc2ccc(N3CCOCC3)cc2)cc1	-1	i	-7	i	i	7	i	i	i	i	i
COc1ccc(CN2CCN(Cc3c[nH]c4ccccc34)CC2CCO)cc1C (configuration not stated)	3	i	-10	i	i	2	i	i	i	i	i
CCOC(=O)C1CCN(S(=O)(=O)c2ccc3c(c2)CCN3C(C)=O)CC1	-5	i	-2	i	i	-5	i	i	i	i	i
NC(=O)CSc1nc(-c2ccccc2)nc2ccccc12	-1	i	-10	i	i	6	i	i	i	i	nt
CC1=NN(C(=O)c2csc(C)c2C)C(O)(C(F)(F)F)C1 (configuration not stated)	1	i	-8	i	i	-8	i	i	i	i	i
CCN(CC)c1ccc(/C=N/n2c(C)cc(C)cc2=O)cc1	7	i	-15	i	i	-3	i	i	i	i	i
CCCCCn1c(=NC(=O)c2cccnc2)c(C#N)cc2c(=O)n3cccc(C)c3nc21	-50	i	-15	i	i	-6	i	i	i	i	i
O=C1C(Cl)=C(NCCCN2CCOCC2)C(=O)N1CCc1ccccc1	2	i	-14	i	i	8	i	i	i	i	i
O=C(N/N=C/c1ccccn1)c1cc(Br)ccc1O	1	i	0	10*	i	0	i	i	i	i	i
CCc1ccccc1NC(=O)c1ccc(S(=O)(=O)N2CCCC2)cc1	-1	i	-9	i	i	-2	i	i	i	i	i
Cc1ccc(NC(=O)c2cc3c(s2)CCC3)cc1S(=O)(=O)N1CCOCC1	-1	i	-7	i	i	1	i	i	i	i	i
CCCCOc1ccc(C(=O)Oc2cc(C)[nH]c(=O)c2[N+](=O)[O-])cc1	-6	i	-9	i	i	-2	i	i	i	i	i
Cc1cccc(/N=C/c2ccccn2)n1	5	i	-13	i	i	1	i	i	i	i	i
O=C(N/C(=C/c1cccc([N+](=O)[O-])c1)C(=O)N1CCCCCC1)c1cccs1	18	i	-7	i	i	nt	i	i	i	i	i
CC(C)OCCCNC(=O)Nc1cccc2ccccc12	-6	i	-16	i	i	-6	i	i	i	i	i
COc1ccccc1Nc1ncnc2c1cnn2-c1cccc(C)c1	0	i	-10	i	i	-7	i	i	i	i	i
Cc1cc(C(=O)NP(=O)(N2CCOCC2)N2CCOCC2)c(C)n1-c1ccc(Br)cc1	nt	i	-2	i	i	-1	i	i	i	i	i
COc1cc2c(cc1OC)CN(C(=S)Nc1ccccc1Cl)CC2	2	i	-9	i	i	8	i	i	i	i	i
Cc1ccc(NC(=O)CCSc2nnc3ccccn23)cc1	3	i	-8	i	i	-3	i	i	i	i	i
CC(=O)Nc1nc2ccccc2[nH]1	-6	i	-16	i	i	2	i	i	i	i	i
COc1ccc(-c2oc3ccc(N4CCOCC4)cc3c2C#CC2(O)CCCCC2)cc1	1	i	-12	i	i	3	i	i	i	i	i
COc1ccc(N2CCN(C(=O)CCc3ccc(S(=O)(=O)NCC(C)C)cc3)CC2)cc1	0	i	-9	i	i	-6	i	i	i	i	i
N#CCC(=O)N/N=C/c1ccccc1Cl	-7	i	-2	i	i	15	i	i	i	i	i
CC(C)c1nnc(SCC(=O)N2CCc3ccccc32)n1N	10	i	-8	i	i	nt	i	i	i	i	i
c1coc(-c2cc(C3CCNCC3)[nH]n2)c1	0	i	-7	i	i	-5	i	i	i	i	i
COc1cc(CNCCCCO)ccc1OCc1ccccc1F	?	i	0	i	i	-2	i	i	i	i	i
CC(NC(=O)c1cccs1)C(c1cccs1)N1CCN(Cc2ccccc2)CC1 (configuration not stated)	3	i	-4	i	i	-6	i	i	i	i	i
COC(=O)C1=C(CN2CCc3ccccc32)NC(=O)NC1c1cc(C)ccc1C (configuration not stated)	9	i	-11	i	i	5	i	i	i	i	i
COC(=O)C1=C(C)N(C)C(=O)NC1c1cc(Cl)cc(Cl)c1OC (configuration not stated)	-6	i	-11	i	i	4	i	i	i	i	i
O=C(NC1CCCCC1)C(c1ccco1)N(C(=O)c1csnn1)c1cccc(F)c1 (configuration not stated)	-3	i	-5	i	i	3	i	i	i	i	i
Cc1cccc(OCC(=O)NCCNC(=O)c2ccncc2)c1	-5	i	-6	i	i	-11	i	i	i	i	i
CC(C)(C)C1=CC(O)(c2ccccc2)C=C(C(C)(C)C)C1=O	21	i	-13	i	i	7	8*	i	i	i	i
Cc1cccc(-c2nnc(SCC(=O)N3CCOCC3)o2)c1	-2	i	-2	i	i	nt	i	i	i	i	i
O=c1cc(O)c2ccc(O)cc2o1	1	i	-6	i	i	20	i	i	i	i	i
Cc1cc(C)c(S(=O)(=O)NCCOc2ccccc2)c(C)c1-n1cnnn1	2	i	-2	i	i	nt	i	i	i	i	i
O=C1NC(=Nc2ccccc2)S/C1=C\c1cccn1-c1ccccc1	-2	i	-10	i	i	3	i	i	i	i	i
CC(CNS(=O)(=O)c1ccc(Cl)cc1)n1cncn1 (configuration not stated)	-3	i	0	i	i	-3	i	i	i	i	i
COc1cc([N+](=O)[O-])ccc1NC(=O)CCCOc1ccccc1	9	i	0	i	i	1	i	i	i	i	i
CC(C)CNC(=O)c1cccc(NC(=O)c2ccc(Cl)c([N+](=O)[O-])c2)c1	2	i	-15	i	i	-5	i	i	i	i	i
CC(=O)c1ccc(NC(=O)C2CCCN2S(=O)(=O)c2ccc(C)cc2)cc1 (configuration not stated)	0	i	-6	i	i	-1	i	i	i	i	i
Cc1ccc(NC(=O)Nc2cccc3ccccc23)cc1	nt	i	-8	i	i	-2	i	i	i	i	i
FC(F)(F)c1ccc(N2CCN(Cc3ccc4c(c3)OCO4)CC2)nc1	-4	i	-10	i	i	3	i	i	i	i	i
O=C(Nc1nnc(SCc2ccc(F)cc2)s1)c1ccc2ncsc2c1	nt	i	-10	i	i	9	i	i	nt	i	i
CCN(CC(=O)Nc1ccccc1C(F)(F)F)C(=O)CCc1c(C)[nH]c(=O)c(C#N)c1C	-2	i	-8	i	i	0	i	i	i	i	i
O=C(CSc1nnc(CNC(=O)c2ccccc2F)o1)c1ccccc1	2	i	-8	i	i	-5	i	i	i	i	i
COc1ccc(C(=O)NCc2ccccc2)cc1S(=O)(=O)N1CCCc2ccccc21	9	i	2	i	i	2	i	i	i	i	i
O=C(Nc1ccc2c(c1)OCO2)c1ccc(Br)c(S(=O)(=O)N2CCCC2)c1	nt	i	-6	i	i	0	i	i	i	-8.7*	i
Cc1ccnc(NS(=O)(=O)c2ccc(NC(=O)CSc3nc(-c4ccccc4)cc(=O)[nH]3)cc2)n1	0	i	0	i	i	1	i	i	i	i	i
O=C(c1cc(-c2ccccc2Cl)on1)N1CCCC1	1	i	-11	i	i	3	i	i	i	i	i
Cc1cccc(NC(=O)c2nc[nH]c2C(=O)N[C@@H](C)C(=O)OCc2ccccc2)c1	15	i	-3	i	i	-3	i	i	i	i	i
CC12CCC(C(=O)NNc3ccc([N+](=O)[O-])cc3)(CC1=O)C2(C)C (configuration not stated)	5	i	-6	i	i	-5	i	i	i	i	i
C/C(=N\NC(=O)Cn1nnc2ccccc21)c1ccco1	5	i	-16	i	i	2	i	i	i	i	i
COC(=O)c1ccc2c(=O)n(CCCCCC(=O)NCc3ccccc3)c(=O)[nH]c2c1	-1	i	-8	i	i	0	i	i	i	i	i

(more compounds)
Compound	HDAC3 inhib	KCNK3 block	hERG rescue	KCNQ1 act	TRPC4 potent	DYRK1A inh	KCNQ1 block	TRPC4 act	ANO1 block	KCNK9 block	ANO1 activ
Cc1ccc2c(Cn3cc(C(F)(F)F)cc(Cl)c3=O)cc(=O)oc2c1	-3	nt	-7	i	i	nt	i	i	i	i	nt
COc1cccc(C(=O)N2CCCN(C)CC2)c1OC	0	i	-4	i	i	1	i	i	i	i	i
CCOc1ccsc1C(=O)NNC(=O)c1ccco1	-7	i	-4	i	i	nt	i	i	i	i	i
O=C(O)c1ccc(-n2cccc2)cc1O	-12	i	-2	i	i	9	i	i	i	i	i
Cc1cccc(-n2ccnc2CN2CCN(C(C)C)C(CCO)C2)c1 (configuration not stated)	-4	i	-9	i	i	5	i	i	i	i	i
Cc1ccnc(NC(=O)C2CCN(S(=O)(=O)c3ccc(C)c(C)c3)CC2)c1	3	i	-14	i	i	12	i	i	i	i	i
COc1ccc(CCNC(=O)C2CCN(S(=O)(=O)c3ccc(NC(C)=O)cc3)CC2)cc1OC	-16	i	-14	i	i	nt	i	i	i	i	i
CCN(CC)S(=O)(=O)c1ccc2nc(COC(=O)c3n[nH]c4ccccc34)[nH]c2c1	-6	i	-6	i	i	-14	i	i	i	i	i
COc1ccc(OC)c(NS(=O)(=O)c2cc(OC)ccc2OC)c1	-8	i	-11	i	i	-2	i	i	i	i	i
